MmCpn inh = M. maripaludis TRiC chaperonin inhibition | purified Mm-Cpn ATPase, ADP Transcreener TR-FRET | Potency, µM (series often up to 76.9 µM), for the others: at the highest dose activity, negative = inhibition, actives largely listed as inhibitors | hit rate 0.031% among 330,000 | AID 504842; note: potency is the fitted concentration of half-maximal effect; % is set by controls: 0 for no effect and ±100 for the full control effect; nearly all actives have a fitted effect of over 80% in size
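Purified archaeal chaperonin (25 nM final) was preincubated with compound for 10 min at 37°C, then ATP (10 uM final) was added for 30 min at 37°C in Tris pH 7.4/KCl/MgCl2/DTT buffer. ADP was quantified by HTRF Transcreener TR-FRET.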
CCT chaperon mod = modulators of cytosolic chaperonin (CCT/TRiC) activity; purified chaperonin ATPase assay, HTRF ADP detection, 30 min; activity change, % (test concentration not listed), hits read low; hit rate 0.3% among 360,000; AID 651819; in the data active = activity change below about -30%; note: % is set by controls: 0 for no effect and ±100 for the full control effect
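ATPase activity: ADP formed was measured by HTRF Transcreener (665/615 nm ratio) after 30 min at 37 deg C with 10 uM ATP. Compounds screened at one 76 uM concentration against 40 or 20 nM TRiC in Tris pH 7.4/KCl/MgCl2/DTT buffer.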
PTHR1 agonist = activates the human parathyroid hormone receptor PTHR1; Q03431; HEK293 GP2 PTHR1 cells, GloSensor cAMP luminescence, 1 h; Potency, µM (titrated, usually from 115 µM), without a hit: top-dose activation, hits mostly activators; hit rate 0.075% among 410,000; note: potency is the fitted concentration of half-maximal effect; nearly all actives have a fitted effect of over 55% in size; some results filed as inactive show a strong effect at the top dose; inactives centre near -15; many of its hits are not listed in these tables
Target sequence (Q03431 whole entry, looked up): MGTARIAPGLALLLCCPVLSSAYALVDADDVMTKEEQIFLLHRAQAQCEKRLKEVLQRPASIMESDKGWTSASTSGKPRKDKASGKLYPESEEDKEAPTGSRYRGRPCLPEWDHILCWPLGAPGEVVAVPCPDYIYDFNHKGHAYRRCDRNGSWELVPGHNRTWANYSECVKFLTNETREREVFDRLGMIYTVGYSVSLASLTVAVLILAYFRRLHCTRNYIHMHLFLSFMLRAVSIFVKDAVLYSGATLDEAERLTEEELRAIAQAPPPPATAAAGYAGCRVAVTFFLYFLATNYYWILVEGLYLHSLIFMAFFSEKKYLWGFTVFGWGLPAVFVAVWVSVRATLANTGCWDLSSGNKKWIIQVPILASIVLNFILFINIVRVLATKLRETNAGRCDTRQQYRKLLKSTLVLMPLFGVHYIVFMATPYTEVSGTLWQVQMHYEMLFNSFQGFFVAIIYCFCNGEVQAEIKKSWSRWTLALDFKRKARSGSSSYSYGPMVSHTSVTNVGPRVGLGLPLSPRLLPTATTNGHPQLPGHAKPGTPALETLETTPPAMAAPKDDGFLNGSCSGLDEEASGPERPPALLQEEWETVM
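HEK-293-derived GP2 cells expressing PTHR1 and a GloSensor cAMP reporter, 3,000/well, plated overnight, given luciferin plus IBMX (each 0.5 mM as added) for 1 h at 37 °C, then compound for 1 h at 37 °C. Luminescence was read after 15 min at room temperature.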
D3 antag = antagonists of human D3 dopamine receptor | D3R cells, DiscoveRx beta-arrestin luminescence, antagonist mode; hits give low values | AID 652054 | max response, negative = inhibition, % | P35462 | hit rate 2.5% among 360,000; in the data active = max response below about -50%; inconclusive = no clear call, values can overlap the other calls; note: % is set by controls: 0 for no effect and ±100 for the full control effect; mostly tested at two doses, the higher about 12 µM
Target sequence (P35462 whole entry, looked up): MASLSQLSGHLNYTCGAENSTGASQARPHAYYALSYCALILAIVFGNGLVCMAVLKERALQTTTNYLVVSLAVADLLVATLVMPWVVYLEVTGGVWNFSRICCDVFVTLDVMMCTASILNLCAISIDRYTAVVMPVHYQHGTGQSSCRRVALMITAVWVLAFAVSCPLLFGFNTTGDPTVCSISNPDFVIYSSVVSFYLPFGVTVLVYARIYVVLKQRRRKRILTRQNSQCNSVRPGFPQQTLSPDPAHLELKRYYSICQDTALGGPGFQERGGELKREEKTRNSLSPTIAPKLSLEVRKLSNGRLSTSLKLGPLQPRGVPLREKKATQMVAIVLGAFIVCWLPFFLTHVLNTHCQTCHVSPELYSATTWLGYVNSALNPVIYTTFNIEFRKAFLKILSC
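Cells plated overnight at 1500 cells/well, then exposed to library compounds with dopamine controls for 90 minutes at 37 degrees C. DiscoveRx reagent added for 30–60 minutes at room temperature; luminescence read, quantitative HTS format.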
EPAC2 antag = antagonists of human EPAC2; Potency, µM (titrated, usually from 114 µM), for the others: top-dose activity, negative = inhibition, most hits filed as inhibitors; EPAC2 GEF exchange of Rap1B-BODIPY-GDP, fluorescence; hit rate 0.18% among 360,000; note: potency is the fitted concentration of half-maximal effect; % is set by controls: 0 for no effect and ±100 for the full control effect; nearly all actives have a fitted effect of over 45% in size; many of its hits are not listed in these tables
pAkt inh = inhibitors of Akt phosphorylation. Neuro2A IGF-stimulated pAkt S473 HTRF, 20 min; hits give low values. activity change, % for hits at 50 µM. hit rate 0.32% among 360,000. AID 651550; in the data active = activity change below about -80%; inconclusive = mostly about -51% to -80%; note: % is set by controls: 0 for no effect and ±100 for the full control effect
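Single-point screen (50 µM final compound) in Neuro2A cells stimulated 20 min with 6 nM IGF at 37 deg C. After lysis, Ser473-phosphorylated Akt read by HTRF (ex 330 nm, em 615/665 nm) as the 665/615 ratio.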
D3 ag = agonists of human D3 dopamine receptor. hit rate 0.58% among 410,000. AID 652048. D3R DiscoveRx beta-arrestin cells, luminescence, 90 min. P35462. max activation, %; in the data active = max activation above about 30%; note: 0% is about no effect; mostly tested at two doses, the higher about 12 µM
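Agonist-mode cell screen: cells plated at 1500/well and incubated overnight at 37 °C, then exposed to library compounds for 90 min at 37 °C. Detection reagent was added for 30–60 min at room temperature, and luminescence was read.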
EPAC2 agonist = agonists of human EPAC2 (RAPGEF4). Q8WZA2. Potency, µM (series often up to 154 µM), without a hit: top-dose activation, most hits filed as activators. hit rate 0.079% among 360,000. EPAC2 activation, biochemical qHTS; response scale: 100% = 6.5 mM cAMP response. AID 720711; note: potency is the fitted concentration of half-maximal effect; nearly all actives have a fitted effect of over 50% in size
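Each well held 100 nM EPAC2, 250 nM RAP1B-BODIPY-GDP and 50 uM GDP. Fluorescence, read at 5-min intervals to 30 min, was referenced to a 6.5 mM cAMP positive control.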
Starred values were filed as active, the others as inactive; i = inactive; ? = inconclusive; . = no result given; [ ] = another dose, or the depositor's remark. Unless noted, calls come from the whole dose curve; as a rule, active = well fitted curve in the direction sought with a large enough effect; inconclusive = small, poorly fitted or top-dose-only effect, or another doubt; inactive = no such curve, though single readings can be large; an effect the other way counts as inactive or inconclusive. This is a subset, so the mix of outcomes need not match the whole.

SMILES	MmCpn inh	CCT chaperon mod	PTHR1 agonist	D3 antag	EPAC2 antag	pAkt inh	D3 ag	EPAC2 agonist
Cc1cc(C)c(NC(=O)COc2nncc3ccccc23)c(C)c1	0.2%	0.8	i	1.6	3.4%	i	0.9	5.8%
CC(C)COP(=O)(c1ccc(N(C)C)cc1)C(O)c1ccccc1 (configuration not stated)	0.1%	-1.2	i	8.5	1.0%	i	4.2	3.1%
O=C(COC(=O)c1ccc([N+](=O)[O-])o1)Nc1cccc(S(=O)(=O)N2CCOCC2)c1	0.9%	-0.8	i	-3.9	6.4%	i	7.0	3.4%
CN(Cc1ccccc1)C(=O)c1ccc(NC(=O)Cc2cccc(NC(=O)C3CCCN(C(=O)CCc4ccccc4)C3)c2)cc1 (configuration not stated)	-28.5%	0.6	-22.1%	11.0	-2.9%	i	29.1	2.1%
CNS(=O)(=O)c1ccc(NS(=O)(=O)c2ccccc2F)cc1	1.9%	0.0	i	-11.9	6.5%	i	0.1	5.1%
Cc1ccc(C(=O)NNC(=O)C2CCN(c3nc(C)cc(C)n3)CC2)cc1	-1.3%	-4.2	-12.4%[57.5 µM]	-2.5	-3.1%	i	-4.1	1.9%
c1cncc(Nc2nc(-c3cccnc3)cs2)c1	-1.0%	1.3	-8.7%	-16.5	3.0%	i	-0.7	5.1%
Cn1nccc1C(=O)Nc1sc2c(c1C(N)=O)CCCC2	1.2%	-0.2	-29.7%	4.1	3.6%	i	3.8	1.1%
COc1ccc(N=C(C)C2=C(O)COC2=O)cc1	-0.1%	-2.0	i	0.0	-0.1%	i	-14.2	5.7%
CN1C(=O)N(C)C2(c3ccccc3)N(C)C(=O)NC12c1ccccc1 (configuration not stated)	-2.6%	-0.8	16.7%[57.5 µM]	-57.4*	2.6%[57.1 µM]	i	-5.7	11.0%
CC(=O)Nc1c(O)nc(SCC(=O)N2CCCCC2)[nH]c1=O	0.9%	0.0	i	-12.4	-3.1%	i	2.7	6.9%
Cn1cc([N+](=O)[O-])c(C(=O)Nc2sc3c(c2C#N)CCC3)n1	?	-4.7	-35.0%[inhibitor]	-8.4	5.1%	i	-0.2	-0.9%
CC[N+](CC)=N/N=C1\C=CC[N+]([O-])=C1	.	-1.0	i	?	3.7%	i	4.1	5.7%
OC[C@@H]1CN(Cc2ccco2)C[C@H](n2cnc3c(NCc4ccc(F)cc4)ncnc32)O1	.	0.2	i	9.3	-10.0%	i	5.7	9.6%
C=CCc1cccc(C=Nc2cc(Br)ccc2O)c1O	-2.2%	-3.5	-21.1%	-1.8	35.6%[activator]	i	4.2	14.9%
CC(C)c1nc(N2CCOCC2)c(C#N)c2c1CCC2	0.8%	-3.9	-26.4%	2.3	-7.6%	i	-19.7	7.5%
O=C(NCc1ccco1)c1ccc2c(c1)N(Cc1ccccc1)C(=O)CS2=O (configuration not stated)	-5.6%	-0.3	i	16.1	9.5%	i	5.3	0.9%
CCN(CC)c1ccc2ccc(=O)oc2c1	1.9%	-3.4	-18.5%	5.9	4.2%	i	3.4	0.9%
COc1cccc(C(=O)OC2CCN(C)CC2)c1	1.2%	-11.2	i	?	3.7%	i	-8.2	8.2%
COc1ccc(-c2cc(C(=O)Oc3ccc([N+](=O)[O-])cc3)c3ccccc3n2)cc1	-3.9%	-2.1	-35.6%[57.5 µM]	?	-3.2%	i	-2.1	1.5%
O=c1cc[nH]c2c(C(F)(F)F)cccc12	1.6%	1.0	?	18.5	-7.4%	i	0.3	5.6%
NC(=O)C1=CN(Cc2ccc(Cl)cc2)CCC1C(F)(F)F (configuration not stated)	0.8%	-2.7	-22.4%	3.0	-14.0%	i	8.4	8.6%
O=C(Cn1c(NCCCO)nc2ccccc21)c1cccc(Br)c1	-2.8%	2.9	-6.3%	-15.6	7.7%	i	2.8	-1.1%
COc1ccccc1-n1c(=O)c2c3c(sc2n2c(=S)[nH]nc12)CCC3	-2.2%	-0.2	-3.5%	-16.3	-12.4%	i	-1.9	6.6%
CCCn1nnnc1NC(=O)COc1ccc(Cl)c(C)c1	0.0%	2.5	i	4.7	6.9%	i	2.0	-6.6%
O=C1CCCc2c1nc(-c1ccccc1)n2O	-3.6%	0.0	i	-16.6	3.1%	.	0.5	-12.4%
Cc1onc(-c2ccccc2Cl)c1NC(=O)NCc1cccs1	2.5%	1.3	i	7.7	2.3%	i	6.5	3.4%
CCn1c(/C=C2/C(=O)N(C)c3ccccc32)nc2ccccc2c1=O	-14.7%	-1.6	-3.9%	0.9	-2.3%	i	-0.4	-11.0%
CCCc1nn(-c2cc(Cl)ccc2OC)c2c1C(=O)CC(C)(C)C2	1.4%	-6.3	-6.3%	-4.9	?	i	-5.0	-3.0%
CN(C)C=Nc1ncc2c3ccccc3n(Cc3ccccc3)c2c1C#N	-1.0%	0.5	-0.5%	2.0	0.9%	i	2.1	12.3%

3 compounds already listed, arranged by length of the SMILES, descending:
SMILES	MmCpn inh	CCT chaperon mod	PTHR1 agonist	D3 antag	EPAC2 antag	pAkt inh	D3 ag	EPAC2 agonist
COc1ccc(-c2cc(C(=O)Oc3ccc([N+](=O)[O-])cc3)c3ccccc3n2)cc1	-3.9%	-2.1	-35.6%[57.5 µM]	?	-3.2%	i	-2.1	1.5%
CN(C)C=Nc1ncc2c3ccccc3n(Cc3ccccc3)c2c1C#N	-1.0%	0.5	-0.5%	2.0	0.9%	i	2.1	12.3%
NC(=O)C1=CN(Cc2ccc(Cl)cc2)CCC1C(F)(F)F (configuration not stated)	0.8%	-2.7	-22.4%	3.0	-14.0%	i	8.4	8.6%

(continued)
SMILES	MmCpn inh	CCT chaperon mod	PTHR1 agonist	D3 antag	EPAC2 antag	pAkt inh	D3 ag	EPAC2 agonist
Cc1cccc(C)c1NC(=O)C1CCCN1S(=O)(=O)c1ccc2c(c1)n(C)c(=O)c(=O)n2C (configuration not stated)	-2.2%	2.1	i	2.6	9.7%	i	1.2	8.7%
O=C(CSc1ncnc2ccccc12)Nc1ccc2c(c1)OCO2	-3.2%	-1.6	-44.8%[inhibitor]	42.8	-4.4%	i	2.2	5.6%
CCOC(=O)c1ccc(N=C2SC(C(=O)Nc3ccc(C(=O)O)cc3)CC(=O)N2Cc2cccs2)cc1 (configuration not stated)	1.5%	2.7	-28.7%	-12.7	?	i	27.4	0.8%
O=C(Nc1ccc(Cl)cc1)Nc1ccc2c(c1)N1CCN=C1S2	0.8%	0.2	-23.1%	-0.9	-16.3%	i	-5.3	-10.0%
CC1CC(C)CN(S(=O)(=O)c2ccc(NC(=O)CCNC(=O)c3ccc([N+](=O)[O-])cc3)cc2)C1 (configuration not stated)	0.4%	1.1	-22.8%	1.0	-4.2%	i	0.3	-4.7%
Cc1sc2nc(CN3CCCCC3)nc(Cl)c2c1C	-0.4%	1.6	-12.3%	-0.9	4.9%	i	-15.0	-2.0%
Cc1ccc(OCc2ccccc2C)c([N+](=O)[O-])n1	-3.3%	-1.4	i	-12.2	?	i	-3.8	6.2%
Fc1cccc(Cc2c(C3CCCCC3)nc3ccc(Cl)cn23)c1	.	0.3	-9.9%	1.8	?	i	3.2	6.3%
CCOc1ccc(-n2c(SCC(=O)Nc3ccc4c(c3)OCO4)nc3c(c2=O)SCC3)cc1	0.9%	0.3	i	0.0	11.6%	i	-9.4	0.4%
O=[N+]([O-])c1ccc2[nH]c3c(c2c1)CCCC3	-2.6%	-3.1	-17.3%	-5.8	-5.9%	i	2.3	18.5%
COc1cccc(/C=N/NC(=S)Nc2cccc(C(=O)O)c2)c1	2.1%	0.8	-23.9%	-16.3	-8.5%	i	-1.6	12.4%
CCCCCN(C(=O)CCC(=O)OCC(=O)N(CC#N)c1ccccc1)c1c(N)n(CCCC)c(=O)[nH]c1=O	-1.6%	-21.6	i	-54.3*	0.1%	i	0.3	-6.3%
COc1ccc(CNC(=O)CCCSc2ccccc2)cc1	0.0%	1.8	i	11.6	-1.3%	i	1.3	8.9%
CCOC(=O)C1=C(C)NC(=O)CC1c1ccccc1OC (configuration not stated)	1.2%	1.2	i	19.9	-2.4%	i	-4.2	-5.2%
COc1ccc(-c2csc(C(NC(C)=O)c3cccc(OC)c3)n2)cc1 (configuration not stated)	.	-0.6	i	-21.2	?	i	5.5	0.7%
COc1ccc(CCNC(=O)c2cc(S(=O)(=O)N3CCOCC3)ccc2N2CCCC2)cc1OC	-1.6%	-2.1	i	0.0	0.3%	i	-2.1	5.6%
COC(=O)c1cc(N=C(N)N=C(N)N)cc(C(=O)OC)c1	-3.0%	-2.2	i	46.4	-0.1%	i	6.0	4.1%
Cn1c(CO)cnc1SCC(=O)c1ccc(Cl)cc1	-5.5%	0.7	-33.2%[inhibitor]	8.5	20.2%	i	0.3	1.0%
O=P(O)(c1ccccc1)c1ccccc1O	-0.7%	-0.5	-20.3%	-19.2	5.6%	i	-4.5	-11.1%
O=C(CSc1nnc(COc2ccccc2Cl)o1)NC(=O)NCc1ccco1	-4.5%	-0.8	i	-4.8	-9.8%	i	-1.7	-0.5%
CN(CCc1ccccn1)C(=O)CCC1CCCN(C(=O)CN2CCCCCC2)C1 (configuration not stated)	4.0%	-0.6	i	11.9	-0.9%	i	0.3	-5.0%
CC(=C/c1ccc(C(C)C)cc1)/C=N/NC(=O)CSc1ccccn1	1.8%	-1.8	-12.2%	10.7	-18.1%	i	-4.0	20.1%

Rewritten bar-delimited: part of the list above.
structure | MmCpn inh | CCT chaperon mod | PTHR1 agonist | D3 antag | EPAC2 antag | pAkt inh | D3 ag | EPAC2 agonist
COc1ccc(CCNC(=O)c2cc(S(=O)(=O)N3CCOCC3)ccc2N2CCCC2)cc1OC | -1.6% | -2.1 | i | 0.0 | 0.3% | i | -2.1 | 5.6%
O=P(O)(c1ccccc1)c1ccccc1O | -0.7% | -0.5 | -20.3% | -19.2 | 5.6% | i | -4.5 | -11.1%
COC(=O)c1cc(N=C(N)N=C(N)N)cc(C(=O)OC)c1 | -3.0% | -2.2 | i | 46.4 | -0.1% | i | 6.0 | 4.1%

High-throughput results: PubChem, National Center for Advancing Translational Sciences (NCATS)
